HRas wt GTP bind: modulators of GTP binding to human HRas wildtype | actives 0.14% (n = 190,000) | GTP binding activity, % at 10 µM | P01112 | GST-Ras wt beads, Bodipy-FL-GTP binding, flow cytometry; actives lie on both sides;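 active = GTP binding activity at least 20% away from the 100% baseline, either lowered as inhibitor or raised as activator; inconclusive = flagged as likely green fluorescent, judged across all proteins in the well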;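 note: 0% = unlabeled GTP competition control and 100% = no-compound control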
Target sequence (P01112 whole entry, looked up): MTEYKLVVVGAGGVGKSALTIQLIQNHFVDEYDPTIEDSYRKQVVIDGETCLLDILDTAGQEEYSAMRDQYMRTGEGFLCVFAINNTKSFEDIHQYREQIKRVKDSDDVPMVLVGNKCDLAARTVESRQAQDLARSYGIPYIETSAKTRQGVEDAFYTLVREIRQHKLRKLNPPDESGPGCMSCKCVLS
RGS8-Gao: modulates binding of RGS8 to human Galphao | P09471 | multiplexed bead flow cytometry; actives lie on both sides | response (percent of control binding), % at 10 µM | actives 0.34% (n = 220,000); in the data active = response below about 60% or above about 140%; inactive = in between;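 note: Galphao activated as the GDP aluminium fluoride complex binding bead-coupled RGS8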
Target sequence (P09471 whole entry, looked up): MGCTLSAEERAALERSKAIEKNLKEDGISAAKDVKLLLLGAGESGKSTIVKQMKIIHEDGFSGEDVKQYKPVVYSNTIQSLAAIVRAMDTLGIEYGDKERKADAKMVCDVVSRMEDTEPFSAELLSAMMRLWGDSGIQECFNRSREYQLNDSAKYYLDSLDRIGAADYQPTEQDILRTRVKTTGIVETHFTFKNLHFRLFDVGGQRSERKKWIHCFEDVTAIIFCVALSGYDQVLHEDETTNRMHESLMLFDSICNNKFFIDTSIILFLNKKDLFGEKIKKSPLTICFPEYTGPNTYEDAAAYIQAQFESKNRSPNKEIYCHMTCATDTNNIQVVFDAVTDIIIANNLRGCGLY
Rac1 wt modul: alters GTP binding to wildtype human Rac1; GST-Rac1 beads, fluorescent GTP binding, flow cytometry; actives lie on both sides; 0 = cold GTP competed, 100 = untreated; actives 0.27% (n = 190,000); GTP binding activity (% of control), % at 10 µM; P63000;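 active = GTP binding activity at least 20 points away from the 100% control level, either lower or higher; inconclusive = compound flagged as likely green fluorescent, judged across all proteins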
Rab2A wt mod: changes GTP binding to wildtype dog Rab2A, up or down. GST-Rab2 wt beads, Bodipy-GTP binding, flow cytometry. GTP binding activity, % at 10 µM. actives 0.19% (n = 190,000);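 active = GTP binding activity at least 20 points away from 100%, either lowered or raised; inconclusive = signal likely due to the compound's own green fluorescence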;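 note: 0% = beads with excess unlabeled GTP and 100% = no-compound control corrected for plate trend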
Cdc42 wt GTP: modulators (inhibitors or activators) of GTP binding to human Cdc42 wildtype. P60953. GST-Cdc42 beads, Bodipy-GTP binding, flow cytometry; actives lie on both sides. percent activity (GTP binding), % at 10 µM. actives 0.2% (n = 190,000). AID 761;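 active = percent activity GTP binding at least 20 points away from the 100% baseline, either down as inhibitor or up as activator; inconclusive = compound flagged as likely green fluorescent from well-wide comparison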;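 note: median bead fluorescence of bound Bodipy-FL-GTP at 100 nM; 0% = excess unlabeled GTP control and 100% = no compound control; below 100% means less GTP binding so inhibitor and above means activator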
Target sequence (P60953 whole entry, looked up): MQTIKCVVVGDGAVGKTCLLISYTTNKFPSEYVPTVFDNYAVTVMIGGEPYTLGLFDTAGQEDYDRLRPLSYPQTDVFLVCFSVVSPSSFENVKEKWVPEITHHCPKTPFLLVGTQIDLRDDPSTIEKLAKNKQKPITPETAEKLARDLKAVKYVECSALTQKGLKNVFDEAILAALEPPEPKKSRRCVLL
Rab7 wt GTP bind: alters GTP binding to wildtype dog Rab7; actives 0.055% (n = 190,000); GTP binding activity (percent of control), % at 10 µM; GST-Rab7 beads, fluorescent GTP binding, flow cytometry; actives lie on both sides; untreated = 100%, excess cold GTP = 0%;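 active = fluorescent GTP binding to Rab7 beads changed by at least 20 points from the 100% baseline, either direction, mostly lower; inconclusive = compound itself probably fluorescent, or too few beads counted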;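 note: median green fluorescence of bound Bodipy-FL-GTP per Rab7 bead population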
Mcl1 Bid PPI: disrupts binding of human Mcl-1 to Bid peptide; AID 1021; actives 0.97% (n = 220,000); TR-FRET Mcl-1/Bid-Dy647 peptide binding, 1536-well; inhibition, % at 21.7 µM; Q07820;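 active = compounds that cut the binding signal by more than half at the single screening dose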;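 note: His-tagged Mcl-1 with europium anti-His antibody binding Bid BH3 peptide; 0% = Mcl-1 plus peptide wells and 100% = peptide-only wells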
Target sequence (Q07820 whole entry, looked up): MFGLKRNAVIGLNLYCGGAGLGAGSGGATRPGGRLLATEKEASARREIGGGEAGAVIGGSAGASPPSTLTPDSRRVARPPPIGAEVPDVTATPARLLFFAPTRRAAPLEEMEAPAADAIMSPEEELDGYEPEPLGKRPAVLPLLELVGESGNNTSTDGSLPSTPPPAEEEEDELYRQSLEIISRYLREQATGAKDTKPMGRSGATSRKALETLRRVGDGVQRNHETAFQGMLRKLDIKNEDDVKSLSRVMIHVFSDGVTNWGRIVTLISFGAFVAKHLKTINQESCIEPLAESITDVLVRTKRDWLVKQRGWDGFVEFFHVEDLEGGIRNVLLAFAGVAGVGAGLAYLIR
Rac1 act GTP bind: modulators of GTP binding to human Rac1 activated mutant; P63000; GST-Rac1 activated beads, fluorescent GTP binding, flow cytometry; actives lie on both sides; 100% means binding = to untreated wells; percent activity (GTP binding), % at 10 µM; actives 0.11% (n = 190,000); AID 764;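 active = GTP binding at least 20 percentage points away from the 100% baseline, in either direction, so actives lie on both sides; inconclusive = Compound likely fluorescent itself, or too few beads counted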
Mcl1 Noxa PPI: Mcl-1/Noxa interaction inhibition | inhibition, % at 21.7 µM | TR-FRET Mcl-1/Noxa peptide binding, 2 h | AID 1022 | Q07820 | actives 1.5% (n = 220,000);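 active = compounds that cut the protein-peptide binding signal by more than 50% relative to plate controls in a single-dose test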;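 note: His-tagged Mcl-1 with rhodamine Noxa BH3 peptide and terbium anti-His antibody; 0% = Mcl-1 plus Noxa peptide wells and 100% = peptide-only wells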
Pf gametocyte: P. falciparum stage V gametocyte viability inhibition; actives 0.065% (n = 150,000); AID 743093; inhibition, % at 10.9 µM; P. falciparum stage V gametocytes, ATP luminescence, 24 h;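 active = inhibition above the mean plus 3 SD of compounds within the control limits, set per campaign, cut at about 38% in these data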;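 note: 0% = DMSO wells and 100% = medium only without gametocytes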
Mcl-1 Bim block: human Bim-Mcl-1 interaction inhibition | Bead-based flow cytometry, Bim peptide-Mcl-1 binding | inhibition, % at 10 µM | actives 0.1% (n = 190,000) | AID 1009; in the data active = inhibition above about 40%;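 note: 0% = no compound tracer wells and 100% = peptide blocker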
Starred values were filed as active, the others as inactive; ? = inconclusive; . = no result given. An unsorted share of the library; about 2.9% have a hit in one of these screens.

SMILES | HRas wt GTP bind | RGS8-Gao | Rac1 wt modul | Rab2A wt mod | Cdc42 wt GTP | Rab7 wt GTP bind | Mcl1 Bid PPI | Rac1 act GTP bind | Mcl1 Noxa PPI | Pf gametocyte | Mcl-1 Bim block
CCc1cccc(CC)c1NC(=O)COC(=O)c1ccc(F)c(S(=O)(=O)N(CC)CC)c1 | 98 | 99 | 97 | 98 | 97 | 97 | -46 | 97 | -1 | 12 | -13
Cc1ccc(NC(=O)C(NC2CCCc3ccccc32)c2ccccc2)c([N+](=O)[O-])c1 (stereo unspecified) | 103 | 93 | 104 | 101 | 101 | 97 | 35 | 103 | 35 | 9 | -6
Cc1cccc(N(CC(=O)NC2CCCCC2)C(=O)Cn2nnc(-c3ccc(C)o3)n2)c1 | 96 | 104 | 98 | 97 | 95 | 96 | -14 | 98 | 3 | -26 | -1
COC(=O)c1ccc(CSc2ccc3nnc(-c4ccc(F)cc4)n3n2)o1 | 91 | 101 | 92 | 90 | 90 | 97 | -11 | 95 | 13 | -5 | 2
O=C(O)CSc1nnc(-c2ccncc2)n1Cc1ccccc1 | 101 | 99 | 103 | 101 | 102 | 102 | 4 | 97 | 13 | . | 0
CC1(C)CC(=O)C(=CN2CCOCC2)C(=O)C1 | 97 | 99 | 98 | 95 | 93 | 96 | -8 | 96 | 0 | -2 | 1
Cc1[nH]n2c(=O)c3c(nc2c1-c1ccc(F)cc1)CCCC3 | 87 | 102 | 81 | 87 | 87 | 92 | 81* | 88 | 4 | 16 | 4
CCn1c(Cc2ccccc2)nnc1SCC(=O)Nc1nnc(-c2ccccc2)s1 | 96 | 100 | 96 | 92 | 94 | 93 | -47 | 94 | 8 | . | -1
COc1ccc(-c2[nH]nc3c2C(c2ccc(OC(=O)N4CCOCC4)cc2)C(C#N)=C(N)O3)cc1 (stereo unspecified) | 100 | 52* | 97 | 96 | 97 | 98 | -72 | 94 | 7 | . | 2
CCC(C)NC(=O)CSC1=Nc2ccccc2C2=NC(CC(=O)NCc3ccccc3)C(=O)N12 (stereo unspecified) | 99 | 100 | 108 | 98 | 99 | 96 | 10 | 100 | 17 | . | -2
CCCOc1ccc(N2C(=O)CC(NNC(=O)c3ccc(COc4ccccc4)o3)C2=O)cc1 (stereo unspecified) | 96 | 103 | 102 | 97 | 98 | 98 | -21 | 97 | 11 | . | 3
Cc1cccc(C)c1NC(=O)c1ccc(-n2cnnn2)cc1 | 100 | 100 | 104 | 101 | 103 | 107 | -21 | 97 | -2 | . | 1
O=C(/C=C/Nc1ccc(Br)cc1F)c1ccco1 | 95 | 99 | 99 | 97 | 96 | 94 | -31 | 96 | 12 | -12 | 1
CCN1C(=O)/C(=C2\SC(N3CCCCC3)=NC2=O)c2ccccc21 | 98 | 101 | 97 | 96 | 97 | 97 | -21 | 93 | 30 | -4 | 0
Cc1ccc2c(c1)nnn2C1CCN(CC(=O)Nc2ccc3c(c2)OCCO3)CC1 | 103 | 101 | 98 | 104 | 103 | 102 | -24 | 98 | 5 | . | -2
COc1cc(SC)ccc1C(=O)NCC1CCCO1 (stereo unspecified) | 103 | 97 | 105 | 101 | 105 | 104 | 0 | 102 | 4 | . | 0
Cc1cc(C)c(C#N)c(SCc2ccc([N+](=O)[O-])cc2)n1 | 104 | 99 | 104 | 105 | 108 | 109 | 9 | 101 | 6 | -5 | 0
CCOC(=O)CNC(=S)n1cnc(N)n1 | 98 | 101 | 97 | 101 | 97 | 103 | 4 | 91 | 8 | -32 | -4
COc1ccc(N(C(=O)CNS(=O)(=O)c2ccccc2)C(C(=O)NCc2ccco2)C(C)C)cc1 (stereo unspecified) | 99 | 99 | 98 | 95 | 95 | 100 | -34 | 94 | 12 | . | -5
Cc1cc(C)nc(N2C(=O)CC(C(C)c3ccccc3)C2=O)n1 (stereo unspecified) | 97 | 96 | 98 | 95 | 98 | 91 | -29 | 96 | -3 | . | -3
Cc1ccccc1NC(=O)Cn1c(=O)sc2ccccc21 | 100 | 99 | 103 | 99 | 97 | 98 | -15 | 99 | -6 | . | 1
CCCc1nnc(NC(=S)Nc2ccccc2)s1 | 99 | 102 | 99 | 98 | 94 | 105 | -12 | 95 | -19 | 14 | -3
COc1ccc(C2CC(c3ccc4ccccc4c3)=NN2C(=O)COC(=O)C2CCC(=O)N2)cc1 (stereo unspecified) | 99 | 101 | 97 | 98 | 98 | 106 | -23 | 96 | 22 | -6 | 0
Clc1ccc(Sc2ccc(/C=N/n3cnnc3)o2)cc1 | ? | 105 | ? | ? | ? | ? | 9 | ? | -5 | 19 | -3
CC1(c2ccccc2)CC(C)(C)N2C(=O)C3(C(C#N)=C(N)Oc4cc(O)ccc43)c3cccc1c32 (stereo unspecified) | 102 | 101 | 99 | 102 | 101 | 96 | 61* | 100 | 1 | . | 0

(more compounds)
SMILES | HRas wt GTP bind | RGS8-Gao | Rac1 wt modul | Rab2A wt mod | Cdc42 wt GTP | Rab7 wt GTP bind | Mcl1 Bid PPI | Rac1 act GTP bind | Mcl1 Noxa PPI | Pf gametocyte | Mcl-1 Bim block
CCOC(=O)CNC(=O)C(Cc1ccccc1)NS(=O)(=O)c1cccs1 (stereo unspecified) | 103 | 103 | 103 | 103 | 102 | 105 | -3 | 100 | 17 | . | -4
CC1CCCCN1C(=O)C1CC(c2ccc(F)cc2)=NO1 (stereo unspecified) | 101 | 104 | 102 | 101 | 102 | 101 | -9 | 99 | -12 | . | -1
O=C(N/N=C\c1cc(Br)c(Br)o1)c1cncc(Br)c1 | 98 | 102 | 99 | 99 | 98 | 100 | -40 | 100 | 6 | 25 | -4
CCOC(=O)c1c(/N=C/C2C(=O)CC(C)(C)CC2=O)sc(C)c1C | 98 | 113 | 97 | 97 | 94 | 99 | -40 | 97 | 18 | 9 | 4
C=CCn1c(CSc2nc3ccccc3s2)nnc1SCC(=O)NCc1cccnc1 | 102 | 101 | 105 | 100 | 101 | 95 | -12 | 100 | 9 | . | -2
CCS(=O)(=O)N1CCC(c2nc(-c3ccc(C(F)(F)F)cc3)no2)CC1 | 97 | 84 | 98 | 97 | 100 | 97 | -9 | 97 | -5 | -25 | -5
CC(C)N(Cc1cn[nH]c1-c1ccc(-c2ccccc2)cc1)Cc1nccn1C | 99 | 104 | 99 | 100 | 94 | 102 | -14 | 95 | 12 | 8 | -3
Cn1nc(-c2ccccc2)c(COC(=O)c2cccc(Cl)c2)c1S(=O)(=O)c1ccccc1 | 101 | 80 | 101 | 99 | 102 | 101 | -5 | 97 | 12 | -5 | -2
Cn1cnnc1SCc1ccc(-c2ccc(Br)cc2)o1 | 100 | 100 | 99 | 100 | 101 | 94 | 0 | 100 | 20 | . | -3
O=[N+]([O-])c1cc(Cc2ccccc2)cc(C=Nc2ccc(N3CCOCC3)cc2)c1O | 77* | 93 | 75* | 64* | 78* | 71* | -17 | 62* | 28 | . | 2
CC1Cc2ccccc2N1S(=O)(=O)c1cccs1 (stereo unspecified) | 106 | 91 | 102 | 106 | 102 | 106 | -16 | 101 | 1 | . | -10
Cc1ccc(S(N)(=O)=O)cc1NC(=O)C1CC2CCC1C2 (stereo unspecified) | 103 | 93 | 107 | 102 | 107 | 103 | -4 | 103 | -13 | -1 | 0
CCOC(=O)C(C)On1c(-c2cccc(Cl)c2)nc2ccc([N+](=O)[O-])cc21 (stereo unspecified) | 100 | 101 | 98 | 98 | 100 | 96 | 10 | 99 | 48 | . | -2
Cc1cc(NC(=O)CSc2nnc(Nc3ccccc3)s2)no1 | 104 | 102 | 111 | 104 | 106 | 103 | -6 | 102 | 13 | . | -3
O=C(c1ccccc1NS(=O)(=O)c1cccc2cccnc12)N1CCOCC1 | 95 | 103 | 99 | 95 | 97 | 97 | -9 | 95 | 4 | 14 | 2
CC(CN1CCCCC1)OC(=O)c1ccc(Cl)cc1Cl (stereo unspecified) | 100 | 100 | 98 | 99 | 98 | 101 | 18 | 95 | 27 | . | 0
O=C(c1ccco1)N1CCN(C(=O)c2ccccc2OC(=O)C23CC4CC(CC(C4)C2)C3)CC1 | 103 | 99 | 116 | 100 | 99 | 107 | -21 | 98 | -19 | . | 1
Cc1ccc(C)c(OC(=O)c2cncc(Br)c2)c1 | 97 | 104 | 97 | 95 | 99 | 100 | -14 | 99 | 8 | 6 | 1
COCc1cc(C)nc(SCC(=O)Nc2cccc(C)c2C)c1C#N | 99 | 98 | 105 | 101 | 103 | 104 | -10 | 98 | -3 | 16 | -5
CC(C)c1ccc(S(=O)(=O)N2CCN(CC(=O)Nc3ccc4c(c3)OCO4)CC2)cc1 | 96 | 100 | 94 | 93 | 94 | 95 | -5 | 91 | 2 | -31 | -4
COc1ccc(CN2CCN(c3cccc(C)c3C)CC2)cc1OC | 100 | 101 | 101 | 100 | 103 | 99 | 3 | 98 | 9 | 19 | -3
COc1cc(C(=O)N/N=c2/sc3ccccc3n2C)cc(OC)c1OC | 99 | 100 | 106 | 98 | 104 | 99 | -21 | 100 | 8 | 18 | -4
O=C(Nc1ccccc1)n1cc(-c2ccccn2)c(N2CCOCC2)n1 | 97 | 101 | 100 | 98 | 101 | 97 | -18 | 95 | 1 | . | -1
CC1CCCC(N2CCN(C(=O)c3cccc(F)c3)CC2)C1 (stereo unspecified) | 106 | 101 | 109 | 106 | 108 | 103 | 42 | 105 | 18 | -14 | -2
O=C(CCN1CCN(c2ccccc2)CC1)Nc1ccc(OCc2ccccc2)cc1 | 97 | 104 | 93 | 95 | 98 | 95 | -30 | 93 | . | . | -4

More structures
SMILES | HRas wt GTP bind | RGS8-Gao | Rac1 wt modul | Rab2A wt mod | Cdc42 wt GTP | Rab7 wt GTP bind | Mcl1 Bid PPI | Rac1 act GTP bind | Mcl1 Noxa PPI | Pf gametocyte | Mcl-1 Bim block
Cc1ccc(-n2nc(C(=O)O)nc2-c2ccccc2)cc1 | 104 | 97 | 102 | 104 | 103 | 104 | -10 | 96 | 19 | -12 | -1
O=C1OCC/C1=C\c1ccccc1O | 101 | 114 | 105 | 102 | 101 | 102 | -21 | 98 | 11 | . | 0
CCC(=O)c1ccc(OCC(O)CN(C)C2CCCCC2)cc1 (stereo unspecified) | 100 | 108 | 100 | 101 | 101 | 102 | 6 | 97 | 1 | 3 | -5
Clc1ccc(C2=NNC(=NCc3ccc4c(c3)OCO4)SC2)cc1 | 98 | 99 | 98 | 95 | 100 | 96 | 10 | 97 | 62* | -1 | -4
C=CCn1c(SCc2nc3cc(C(=O)OC)ccc3c(=O)[nH]2)nc2sc(CC)cc2c1=O | 100 | 107 | 97 | 99 | 95 | 97 | 36 | 101 | -4 | 10 | 0
CCOC(=O)CCC(=O)NCc1ccc2c(c1)cc(C)n2C | 92 | 104 | 91 | 94 | 93 | 98 | -32 | 92 | 6 | 13 | 2

Source: PubChem BioAssay
